Compound activity deposited in PubChem by several laboratories.
Bim-Mcl-1 = inhibitors of Bim peptide binding to Mcl-1, primary screen, biochemical, bead-based flow cytometry, multiplex; Induced myeloid leukemia cell differentiation protein Mcl-1 (Homo sapiens), Q07820; Bim peptide-Mcl-1 binding; inhibition, % at 10 µM; 0.1% of 190,000 active; in the data active = inhibition above about 40%;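 note: 0% = no compound tracer wells and 100% = peptide blocker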
Target sequence (Q07820 whole entry, looked up): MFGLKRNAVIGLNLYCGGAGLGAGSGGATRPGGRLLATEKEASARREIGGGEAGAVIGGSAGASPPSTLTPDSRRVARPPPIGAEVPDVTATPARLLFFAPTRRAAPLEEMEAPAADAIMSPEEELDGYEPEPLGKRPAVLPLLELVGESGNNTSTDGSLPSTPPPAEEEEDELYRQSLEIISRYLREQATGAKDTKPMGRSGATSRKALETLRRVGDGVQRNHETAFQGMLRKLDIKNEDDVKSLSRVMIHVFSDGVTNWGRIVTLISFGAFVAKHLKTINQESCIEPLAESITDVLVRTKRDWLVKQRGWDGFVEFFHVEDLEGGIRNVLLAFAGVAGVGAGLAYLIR
HRas wt GTP = modulators of GTP binding to HRas wildtype, primary screen, biochemical, bead-based flow cytometry, multiplex; 0.14% of 190,000 active; GTPase HRas (Homo sapiens), P01112; GTP binding activity, % at 10 µM; GST-Ras wt beads, Bodipy-FL-GTP binding; actives lie on both sides;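 active = GTP binding activity at least 20% away from the 100% baseline, either lowered as inhibitor or raised as activator; inconclusive = flagged as likely green fluorescent, judged across all proteins in the well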;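 note: 0% = unlabeled GTP competition control and 100% = no-compound control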
Target sequence (P01112 whole entry, looked up): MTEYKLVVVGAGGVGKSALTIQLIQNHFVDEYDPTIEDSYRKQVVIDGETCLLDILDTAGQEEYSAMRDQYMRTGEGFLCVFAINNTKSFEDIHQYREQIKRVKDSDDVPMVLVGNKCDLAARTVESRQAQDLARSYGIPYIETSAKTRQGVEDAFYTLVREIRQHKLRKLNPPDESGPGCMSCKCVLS
Mcl1 Noxa PPI = Mcl-1/Noxa binding inhibitors, primary screen, biochemical, TR-FRET, 1536-well; TR-FRET Mcl-1/Noxa peptide binding, 2 h; inhibition, % at 21.7 µM; 1.5% of 220,000 active; AID 1022, 2008;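 active = compounds that cut the protein-peptide binding signal by more than 50% relative to plate controls in a single-dose test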;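 note: His-tagged Mcl-1 with rhodamine Noxa BH3 peptide and terbium anti-His antibody; 0% = Mcl-1 plus Noxa peptide wells and 100% = peptide-only wells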
Rab2A wt mod = modulators of GTP binding to Rab2A wildtype, primary screen, biochemical, dog, bead-based flow cytometry, multiplex; Ras-related protein Rab-2A (Canis lupus familiaris), P61105; GST-Rab2 wt beads, Bodipy-GTP binding; GTP binding activity, % at 10 µM; AID 760, 2007; 0.19% of 190,000 active;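 active = GTP binding activity at least 20 points away from 100%, either lowered or raised; inconclusive = signal likely due to the compound's own green fluorescence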;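 note: 0% = beads with excess unlabeled GTP and 100% = no-compound control corrected for plate trend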
Cdc42 wt = modulators of GTP binding to wildtype Cdc42, primary screen, biochemical, multiplex bead flow cytometry, Bodipy-GTP. GST-Cdc42 beads; actives lie on both sides. percent activity (GTP binding), % at 10 µM. 0.2% of 190,000 active. AID 761, 2007;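 active = percent activity GTP binding at least 20 points away from the 100% baseline, either down as inhibitor or up as activator; inconclusive = compound flagged as likely green fluorescent from well-wide comparison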;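 note: median bead fluorescence of bound Bodipy-FL-GTP at 100 nM; 0% = excess unlabeled GTP control and 100% = no compound control; below 100% means less GTP binding so inhibitor and above means activator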
Target sequence (P60953 whole entry, looked up): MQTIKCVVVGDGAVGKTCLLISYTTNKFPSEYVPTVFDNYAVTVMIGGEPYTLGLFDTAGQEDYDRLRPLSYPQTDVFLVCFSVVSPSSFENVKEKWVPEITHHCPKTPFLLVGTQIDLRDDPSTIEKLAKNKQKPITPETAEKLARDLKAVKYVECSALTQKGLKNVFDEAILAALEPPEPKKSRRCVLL
Rac1 mut GTP = GTP binding modulators of activated mutant Rac1, primary screen, biochemical, bead-based flow cytometry, multiplex, fluorescent GTP. 0.11% of 190,000 active. GST-Rac1 activated beads; actives lie on both sides; 100% means binding = to untreated wells. AID 764, 2007. percent activity (GTP binding), % at 10 µM;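 active = GTP binding at least 20 percentage points away from the 100% baseline, in either direction, so actives lie on both sides; inconclusive = Compound likely fluorescent itself, or too few beads counted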
Rab7 wt modul = modulators of GTP binding to Rab7, primary screen, biochemical, wildtype, multiplex bead flow cytometry | Rab7 GTPase wild type (dog), Bodipy-FL-GTP binding | GST-Rab7 beads, fluorescent GTP binding; actives lie on both sides; untreated = 100%, excess cold GTP = 0% | GTP binding activity (percent of control), % at 10 µM | 0.055% of 190,000 active;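 active = fluorescent GTP binding to Rab7 beads changed by at least 20 points from the 100% baseline, either direction, mostly lower; inconclusive = compound itself probably fluorescent, or too few beads counted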;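 note: median green fluorescence of bound Bodipy-FL-GTP per Rab7 bead population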
Mcl1 Bid PPI = Mcl-1/Bid binding inhibitors, primary screen, biochemical, TR-FRET, 1536-well. Induced myeloid leukemia cell differentiation protein Mcl-1 (Homo sapiens), Q07820. TR-FRET Mcl-1/Bid-Dy647 peptide binding. inhibition, % at 21.7 µM. 0.97% of 220,000 active. AID 1021, 2008;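 active = compounds that cut the binding signal by more than half at the single screening dose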;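 note: His-tagged Mcl-1 with europium anti-His antibody binding Bid BH3 peptide; 0% = Mcl-1 plus peptide wells and 100% = peptide-only wells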
Avidin fluor = green autofluorescence of compounds with avidin beads – biophysical, 488/530 nm, flow cytometry, artefact control, profiling panel. compound fluorescence 488/530 nm; stronger effect = higher value. fluorescence (KMESF) at 10 µM. 0.38% of 220,000 active. AID 1775, 2009; in the data active = fluorescence above about 47; note: inactives centre near 10
Rac1 wt GTP bind = wildtype Rac1 GTP binding modulators, primary screen, biochemical, GST-Rac1 beads, flow cytometry, multiplex | fluorescent GTP binding; actives lie on both sides; 0 = cold GTP competed, 100 = untreated | Ras-related C3 botulinum toxin substrate 1 (Homo sapiens), P63000 | GTP binding activity (% of control), % at 10 µM | AID 757, 2007 | 0.27% of 190,000 active;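 active = GTP binding activity at least 20 points away from the 100% control level, either lower or higher; inconclusive = compound flagged as likely green fluorescent, judged across all proteins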
Pf gametocyte = late stage P. falciparum gametocyte viability inhibitors, primary screen, ATP luminescence, HTS; P. falciparum stage V gametocytes, 24 h; inhibition, % at 10.9 µM; 0.065% of 150,000 active;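 active = inhibition above the mean plus 3 SD of compounds within the control limits, set per campaign, cut at about 38% in these data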;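 note: 0% = DMSO wells and 100% = medium only without gametocytes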
Active calls of the source: *; ? = inconclusive; . = not tested or not shown.

molecule	Bim-Mcl-1	HRas wt GTP	Mcl1 Noxa PPI	Rab2A wt mod	Cdc42 wt	Rac1 mut GTP	Rab7 wt modul	Mcl1 Bid PPI	Avidin fluor	Rac1 wt GTP bind	Pf gametocyte
CCOC(=O)NCCc1ccc(OC)cc1	-1	101	32	98	101	100	99	22	5	106	.
CCOC(=O)c1oc2ccccc2c1NC(=O)Cc1cccs1	0	98	-15	98	104	96	100	0	36	101	-3
c1ccc2c(c1)OCC(c1csc3ncnc(N4CCOCC4)c13)O2 (centres undefined)	-3	98	2	102	97	95	98	-9	8	98	.
COc1ccc(/C(C)=N/OCC(=O)Nc2nc3ccccc3s2)cc1	-5	100	-4	96	98	96	96	-6	2	97	-6
CC(C)N(Cc1nc2ccccc2[nH]1)C(C)C	-3	102	-17	102	102	101	101	-15	23	101	.
O=C(NCc1cccnc1)C1CCN(S(=O)(=O)N2CCOCC2)CC1	0	102	12	100	103	97	100	-8	17	98	.
COC(=O)c1cc2sccc2n1Cc1nc(-c2cccc(Cl)c2)oc1C	0	97	7	98	102	100	96	-22	7	103	.
Cc1ccc(S(=O)(=O)N(C)Cc2ccc(C(=O)N/N=C/c3ccc(OC(F)F)cc3)cc2)cc1	-4	101	9	100	102	95	97	-12	2	103	18
CCOC(=O)C1C(=O)Oc2ccc3ccccc3c2C1C1CCOC1=O (centres undefined)	-5	96	12	97	97	98	93	-10	3	103	.
O=C(c1cn[nH]c1)N1CCc2c([nH]c3ccccc23)C1c1c(F)cccc1Cl (centres undefined)	0	98	1	96	99	99	95	-39	11	99	-14
Cc1nc2ccccc2c(=O)n1CCCO	-2	102	2	100	104	102	97	-23	31	102	14
Cc1cc(C)cc(NC(=O)C2CCCN(S(=O)(=O)c3cnc[nH]3)C2)c1 (centres undefined)	2	97	-1	96	97	98	93	-14	4	98	.
O=C(Nc1ccc(-c2csc(-c3ccccc3)n2)cc1)c1ccccc1Cl	0	102	7	106	102	100	98	-25	14	103	.
CCOC(=O)N1CCC(NC(=O)CS(=O)(=O)Cc2nc(-c3ccccc3C)oc2C)CC1	-3	?	-6	?	?	?	?	-21	7	?	.
CC(Oc1ccccc1)c1ccn[nH]1 (centres undefined)	-3	98	3	93	96	95	93	-35	9	100	8
O=[N+]([O-])c1ccc(N2CCN(c3ccccc3O)CC2)c(Cl)c1	-4	102	17	100	97	99	106	-13	2	97	-12
COc1ccc2nc(NC(=O)C3CCN(S(=O)(=O)c4cccs4)CC3)sc2c1	-6	95	2	92	98	92	93	3	16	93	.
Nc1c(N2CCOCC2)cc(Cl)c2nonc12	0	103	27	102	105	101	103	-109	15	106	6
CC12CCC(C(=O)Nc3ccccc3-n3cccc3)(CC1=O)C2(C)C (centres undefined)	-3	102	-2	105	105	99	99	76*	13	105	25
Cc1ccc(S(=O)(=O)Nc2ccc(NC(=O)c3c(F)c(F)c(F)c(F)c3F)cc2)cc1	2	97	-5	96	95	94	95	-29	6	98	10
CCC(C)Cn1c(C)nc2ccccc21 (centres undefined)	-5	100	7	102	100	99	103	17	14	106	.
CCn1c(C)nc2c1C(=O)c1ccccc1C2=O	-3	98	-23	96	97	99	101	-7	11	98	.
COc1cc(CNCc2ccccn2)ccc1OCc1ccc(Cl)cc1	-3	98	30	97	102	100	97	25	23	105	-2
COc1cc(/C=N/NC(=O)C(=O)/C=C2\NC3(CCCC3)Cc3ccccc32)ccc1O	0	99	22	98	98	100	95	-72	13	97	4

(further entries)
| Compound | Bim-Mcl-1 | HRas wt GTP | Mcl1 Noxa PPI | Rab2A wt mod | Cdc42 wt | Rac1 mut GTP | Rab7 wt modul | Mcl1 Bid PPI | Avidin fluor | Rac1 wt GTP bind | Pf gametocyte |
| --- | --- | --- | --- | --- | --- | --- | --- | --- | --- | --- | --- |
| CC1NC2(C(=O)N(Cc3ccccc3)c3ccccc32)C2C(=O)N(c3ccccc3)C(=O)C12 (centres undefined) | -1 | 100 | 12 | 99 | 104 | 102 | 100 | -13 | 8 | 107 | . |
| CC(=O)Nc1cc(C(=O)OC(C(=O)c2ccccc2)c2ccccc2)ccc1C (centres undefined) | -1 | 103 | -45 | 102 | 104 | 98 | 102 | 27 | 10 | 100 | -8 |
| Cc1ccc(OCC(=O)NC2CCCC2)c(C)c1 | -1 | 100 | 16 | 100 | 102 | 97 | 99 | 2 | 13 | 100 | -9 |
| N#C/C(=C\c1c[nH]c2ccccc12)C(=O)NCC1CCCO1 (centres undefined) | -1 | 96 | 9 | 97 | 98 | 95 | 99 | -59 | 11 | 97 | -11 |
| CCCN(CCC)S(=O)(=O)c1ccc(C(=O)Nc2nnc(-c3cc(OC)cc(OC)c3)o2)cc1 | -3 | 97 | -61 | 96 | 96 | 96 | 96 | -54 | 11 | 98 | . |
| Cc1ccc([C@@H]2C3COCC=C3C(C#N)=C(N)C2(C#N)C#N)o1 (some centres undefined) | 3 | 104 | 9 | 101 | 104 | 101 | 101 | -25 | 4 | 105 | . |
| Cc1ccc(N2C(=O)c3ccc(N)cc3C2=O)cc1C | 0 | 108 | -14 | 107 | 106 | 101 | 105 | -6 | 11 | 107 | . |
| CC1(C)CCc2c([nH]c3ccccc3c2=O)O1 | -1 | 96 | -19 | 98 | 96 | 96 | 103 | 2 | 13 | 102 | . |
| Cc1cc(NC(=O)c2cc(-c3ccccn3)nc3ccccc23)no1 | -1 | 98 | -10 | 98 | 102 | 97 | 101 | 10 | 41 | 101 | . |
| COc1ccc(/C=N/OCC(=O)Nc2nc3ccccc3s2)cc1 | -5 | 95 | 3 | 95 | 98 | 95 | 95 | 6 | 10 | 99 | -4 |
| CCc1cc2c(=O)c(Oc3ccccc3F)c(C)oc2c(CN(C)C)c1O | -2 | 97 | 4 | 98 | 99 | 99 | 93 | -12 | 31 | 101 | -38 |
| Cc1occc1C(=O)Nc1nnc(C(F)(F)F)s1 | 2 | 99 | -2 | 100 | 99 | 97 | 103 | -28 | 36 | 103 | . |
| CCC(C)NC(=O)CSc1nnc(-c2ccc(Cl)cc2)n1N (centres undefined) | -2 | 99 | 6 | 101 | 99 | 97 | 99 | -21 | 9 | 96 | -24 |
| C/C(CC(=O)Nc1ccc(N(C)C)cc1)=N\NC(=O)c1ccc([N+](=O)[O-])cc1Cl | 4 | 94 | 30 | 95 | 94 | 95 | 99 | -38 | 11 | 101 | -7 |
| CCCOC(=O)c1c(-c2ccc(C)cc2C)csc1NC(=O)C1C2CCC(O2)C1C(=O)O (centres undefined) | -2 | 95 | 29 | 92 | 93 | 93 | 99 | -4 | 2 | 97 | . |
| COc1ccccc1/C=C/C(=O)c1c2c(c(C)[nH]c1=O)CCCC2 | -2 | 99 | 8 | 101 | 98 | 95 | 100 | -19 | 14 | 100 | . |
| CN(C)CCSc1nc(-c2ccccc2)nc2c1CCC2 | -6 | 102 | 17 | 103 | 102 | 101 | 102 | -15 | 15 | 104 | -3 |
| CCOC(=O)c1nnc(-c2ccc(C)cc2)nc1Oc1ccc(Cl)cc1Cl | -2 | 101 | 13 | 101 | 101 | 96 | 94 | 6 | 14 | 100 | 3 |
| CCN(CC)S(=O)(=O)c1ccc(N=NC2=C(O)CCCC2=O)cc1 | -7 | 101 | 7 | 100 | 103 | 98 | 100 | -7 | 7 | 106 | 17 |
| Cc1cc(C)c[n+](-c2nc3ccccc3nc2[N-]S(=O)(=O)c2ccc(Br)s2)c1 | -3 | 94 | 15 | 97 | 98 | 98 | 94 | 10 | 15 | 100 | . |

In the list so far, these have four or more nitrogen atoms:
| Compound | Bim-Mcl-1 | HRas wt GTP | Mcl1 Noxa PPI | Rab2A wt mod | Cdc42 wt | Rac1 mut GTP | Rab7 wt modul | Mcl1 Bid PPI | Avidin fluor | Rac1 wt GTP bind | Pf gametocyte |
| --- | --- | --- | --- | --- | --- | --- | --- | --- | --- | --- | --- |
| O=C(NCc1cccnc1)C1CCN(S(=O)(=O)N2CCOCC2)CC1 | 0 | 102 | 12 | 100 | 103 | 97 | 100 | -8 | 17 | 98 | . |
| O=C(c1cn[nH]c1)N1CCc2c([nH]c3ccccc23)C1c1c(F)cccc1Cl (centres undefined) | 0 | 98 | 1 | 96 | 99 | 99 | 95 | -39 | 11 | 99 | -14 |
| Cc1cc(C)cc(NC(=O)C2CCCN(S(=O)(=O)c3cnc[nH]3)C2)c1 (centres undefined) | 2 | 97 | -1 | 96 | 97 | 98 | 93 | -14 | 4 | 98 | . |
| Nc1c(N2CCOCC2)cc(Cl)c2nonc12 | 0 | 103 | 27 | 102 | 105 | 101 | 103 | -109 | 15 | 106 | 6 |
| CCCN(CCC)S(=O)(=O)c1ccc(C(=O)Nc2nnc(-c3cc(OC)cc(OC)c3)o2)cc1 | -3 | 97 | -61 | 96 | 96 | 96 | 96 | -54 | 11 | 98 | . |
| Cc1ccc([C@@H]2C3COCC=C3C(C#N)=C(N)C2(C#N)C#N)o1 (some centres undefined) | 3 | 104 | 9 | 101 | 104 | 101 | 101 | -25 | 4 | 105 | . |
| Cc1cc(NC(=O)c2cc(-c3ccccn3)nc3ccccc23)no1 | -1 | 98 | -10 | 98 | 102 | 97 | 101 | 10 | 41 | 101 | . |
| CCC(C)NC(=O)CSc1nnc(-c2ccc(Cl)cc2)n1N (centres undefined) | -2 | 99 | 6 | 101 | 99 | 97 | 99 | -21 | 9 | 96 | -24 |
| C/C(CC(=O)Nc1ccc(N(C)C)cc1)=N\NC(=O)c1ccc([N+](=O)[O-])cc1Cl | 4 | 94 | 30 | 95 | 94 | 95 | 99 | -38 | 11 | 101 | -7 |
| Cc1cc(C)c[n+](-c2nc3ccccc3nc2[N-]S(=O)(=O)c2ccc(Br)s2)c1 | -3 | 94 | 15 | 97 | 98 | 98 | 94 | 10 | 15 | 100 | . |
